From PubChem BioAssay
F508del corr – F508del CFTR correction, initial screen, CFBE line, single point | CFBE cells, YFP halide quenching; stimulated with forskolin plus potentiator P3; % fluorescence drop versus neutral controls | activity (quench increase), % at 7.58 µM | 0.36% of 350,000 active;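 active means mean added fluorescence quench of at least 8% versus neutral control, with both replicates also reaching 8%; inconclusive means only one of the mean or replicate conditions met; inactive means mean below 8% and not both replicates reaching 8%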;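 further: cells transiently co-express mutant CFTR-F508del with the halide-sensitive YFP; corrector assay measuring rescue of mutant channel to the surface after 24 h compound exposure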
ERp5 block – inhibitors of ERp5-driven insulin aggregation, primary screen, biochemical, turbidity, absorbance 650 nm, single point; Protein disulfide-isomerase A6 (Homo sapiens), Q15084; 90 min; inhibition, % at 9.99 µM; 0.05% of 350,000 active; AID 651711, 2012;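 active means mean replicate inhibition above about 25%, with every replicate also reaching it, limit read from the data, passing the limit was not always enough; inconclusive means only one of those two criteria met; inactive means neither criterion met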
Target sequence (Q15084 whole entry, looked up): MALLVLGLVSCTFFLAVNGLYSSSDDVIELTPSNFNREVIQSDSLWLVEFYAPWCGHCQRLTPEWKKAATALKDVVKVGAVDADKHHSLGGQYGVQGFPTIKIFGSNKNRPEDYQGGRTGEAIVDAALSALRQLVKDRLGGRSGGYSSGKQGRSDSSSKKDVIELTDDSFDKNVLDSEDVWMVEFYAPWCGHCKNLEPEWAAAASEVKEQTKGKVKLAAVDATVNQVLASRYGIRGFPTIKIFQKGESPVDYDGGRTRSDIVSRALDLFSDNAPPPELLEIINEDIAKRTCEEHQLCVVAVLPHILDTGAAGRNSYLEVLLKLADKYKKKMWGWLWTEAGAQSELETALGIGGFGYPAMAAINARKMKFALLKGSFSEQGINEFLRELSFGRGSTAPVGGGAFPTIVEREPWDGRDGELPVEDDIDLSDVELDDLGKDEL
SIRT5 block – SIRT5 desuccinylase inhibitors, primary screen, biochemical, fluorescence imaging, single point, set 5; NAD-dependent protein deacylase sirtuin-5, mitochondrial (Homo sapiens), Q9NXA8; Purified SirT5, succinyl-peptide AMC, trypsin-coupled fluorescence; 1.1% of 330,000 active; AID 652115, 2013; inhibition, % at 15 µM; in the data active means inhibition above about 15%; inconclusive means no clear call, values can overlap the other calls
Target sequence (Q9NXA8 whole entry, looked up): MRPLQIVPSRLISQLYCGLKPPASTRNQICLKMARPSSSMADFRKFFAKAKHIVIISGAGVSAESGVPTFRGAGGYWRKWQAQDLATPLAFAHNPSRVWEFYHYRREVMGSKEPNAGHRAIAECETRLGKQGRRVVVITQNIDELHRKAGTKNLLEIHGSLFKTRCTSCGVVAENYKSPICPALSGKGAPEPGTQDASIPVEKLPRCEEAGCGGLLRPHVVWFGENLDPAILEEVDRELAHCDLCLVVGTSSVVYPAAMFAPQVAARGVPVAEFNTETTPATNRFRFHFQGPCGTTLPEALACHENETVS
ERAP1 inh – human ERAP1 aminopeptidase inhibitors, primary screen, biochemical, single point, plate reader; AID 652197, 2013; Endoplasmic reticulum aminopeptidase 1 (Homo sapiens), Q9NZ08; 0.15% of 340,000 active; inhibition, % at 10.7 µM; recombinant ERAP1, Leu-AMC fluorescence, 60 min;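 active means mean replicate inhibition of at least 30%, or all replicates individually reaching that 30% level; inactive means mean below 30% and not every replicate reaching it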;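 further: 0% = neutral control wells and 100% = L-leucinethiol positive control wells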
DENV2 CPE – inhibitors of DENV2 cytopathic effect, primary screen, cell-based, plate reader, single concentration; CPE inhibition, % at 9.99 µM; 1.7% of 350,000 active; DENV2-infected cells, cytopathic effect rescue; in the data active means CPE inhibition above about 20%, passing the limit was not always enough; inconclusive means no clear call, values can overlap the other calls; tested in BHK-21 cells;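 further: 0% = median of neutral control wells and 100% = median of positive control wells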
CASP6 VEID inh – human caspase-6 inhibitors, primary screen, biochemical, VEID-R110 fluorescence, single point, set 2; 0.53% of 350,000 active; purified caspase-6, Z-VEID-R110 cleavage fluorescence; P55212; inhibition, % at 12.5 µM;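 active means mean inhibition across replicates at least about 35%, with every replicate also reaching that limit, limit read from the data; inconclusive means only one of the two criteria met; inactive means neither criterion met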;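 further: 0% = median of neutral control wells and 100% = no fluorescence left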
miR122 inh – miR-122 Renilla sensor signal increase in Huh7, primary screen, miR-122 inhibitor project, cell-based, single point, plate reader; Huh7 miR-122 Renilla luciferase sensor, 48 h; neutral wells = 0, positive control = 100; activation (reporter increase), % at 12.5 µM; 0.3% of 340,000 active; AID 602342, 2012;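 active means mean replicate activation score at least 90 and every replicate individually at or above 90; inconclusive means only one of the two criteria met; inactive means neither criterion met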;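 further: higher luciferase means less miR-122 activity so hits act as miR-122 inhibitors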
* hit, by the source's call; ? = inconclusive; · = no result given; [ ] = remark or other dose.

F508del corr,ERp5 block,SIRT5 block,ERAP1 inh,DENV2 CPE,CASP6 VEID inh,miR122 inh,Compound
·,1,-3,27,-2,3,0,CNC(=O)c1cc(Cl)c(OC)c(OC)c1
-1.2,6,5,4,22*,2,·,O=C(Nc1ccc(F)cc1)N[C@@H]1CC[C@@H](CCn2cc(-c3ccc(F)cc3)nn2)O[C@H]1CO
0.7,-8,-1,-3,-7,-1,-5,CCn1cc(C(=O)N2CCCC2)c(=O)c2cc(S(=O)(=O)N3CCC(C)CC3)ccc21
3.0,-9,36*,-1,4,0,·,COc1ccc2c3c(n(C)c2c1)[C@@H](CO)N(C(=O)Nc1cccc(F)c1)CC31CCN(Cc2nccs2)CC1
1.2,2,8,2,-1,-1,·,O=C(CN1CCOCC1)NCC[C@H]1CC[C@H](NC(=O)Cc2ccccn2)[C@H](CO)O1
-2.3,-4,0,3,1,0,-12[16.7 µM],Cc1noc(C)c1NC(=O)N(C)C[C@@H]1Oc2c(NC(=O)c3cnccn3)cccc2C(=O)N([C@H](C)CO)C[C@@H]1C
-1.3,-1,-4,3,-5,0,3,COc1ccc(CNC(=O)[C@H](Cc2ccccc2)NC(=O)CC[C@H]2O[C@@H](n3ccc(=O)[nH]c3=O)[C@H](O)[C@@H]2O)cc1
·,-1,·,7,1,1,-1,O=C(COc1ccccc1)Nc1ccc([N+](=O)[O-])cc1
-3.6,-3,-4,0,3,5,-9,O/N=C/c1cn(-c2ccccc2)nc1-c1ccccc1
-2.8,-3,-2,-3,-7,4,3,Cc1c(Cl)cccc1NC(=O)N1CCN(C(=O)c2ccco2)CC1
0.6,2,-2,3,-1,2,36,CC(=O)Nc1ccc(S(=O)(=O)Nc2ccc3c(c2)CCC3)cc1
0.1,-4,-5,2,-8,-2,-15,COc1ccc(CN2CCN(Cc3ccc4cc(F)ccc4n3)CC2CCO)c(C)c1C (configuration not stated)
0.4,-1,4,3,4,-1,2[16.7 µM],C[C@H](CO)N1C[C@H](C)[C@H](CN(C)Cc2ccncc2)OCCCC[C@H](C)Oc2ccc(NC(=O)NC3CCCCC3)cc2C1=O
0.5,0,0,3,-2,5,·,Cc1ccc(NC(=O)c2ccc(NS(=O)(=O)c3ccc4[nH]c(=O)[nH]c4c3)cc2)nc1
2.0,2,-3,-1,·,1,·,COc1ccc(NC(=O)NC(C)C2CC3CCC2C3)cc1 (configuration not stated)
-2.9,-8,-2,6,·,1,·,CCOc1ccc(NC(=O)NNC(=O)c2ccc(Cl)cc2Cl)cc1
8.1*,-7,4,-4,-6,·,2,CC1(S(=O)(=O)O)CC(=O)c2ccccc2C1=O (configuration not stated)
-0.7,2,-1,3,-5,-6,·,C/C(=N\Nc1cccc([N+](=O)[O-])c1)c1cc(F)ccc1O
-1.4,0,4,-3,2,4,-1,COc1ccc2oc(C(=O)OCC(=O)N(CCC#N)c3ccccc3)c(C)c2c1
2.5,-5,-2,1,2,0,-1,CCOc1ccc(OCC)c(NS(=O)(=O)c2cn(C)cn2)c1
-2.5,-1,·,·,1,-1,5,CCOC(=O)c1ccc(NC(=O)c2nc[nH]c2C(=O)N2CCc3ccccc3C2)cc1
-1.7,3,-3,-1,5,13,-9,O=C(c1ccc(F)cc1)N1CCCC(N2CCN(Cc3ccc4c(c3)OCO4)CC2)C1 (configuration not stated)
-2.3,9,11,-4,-2,1,-3,O=C1/C(=C/c2ccco2)CCC1C1CCCC1 (configuration not stated)
-0.6,2,-3,0,-6,0,·,Cc1ccc(S(=O)(=O)CCC(=O)OCC(=O)N(C)CC(=O)Nc2ccc(F)cc2)cc1
0.5,0,0,-3,18,-4,·,CC1CCN(CCCCOc2ccc([N+](=O)[O-])cc2)CC1

6 entries out of the list above, arranged by the number in DENV2 CPE, largest number first.
molecule	DENV2 CPE
O/N=C/c1cn(-c2ccccc2)nc1-c1ccccc1	3
COc1ccc2oc(C(=O)OCC(=O)N(CCC#N)c3ccccc3)c(C)c2c1	2
CCOC(=O)c1ccc(NC(=O)c2nc[nH]c2C(=O)N2CCc3ccccc3C2)cc1	1
O=C(CN1CCOCC1)NCC[C@H]1CC[C@H](NC(=O)Cc2ccccn2)[C@H](CO)O1	-1
Cc1ccc(S(=O)(=O)CCC(=O)OCC(=O)N(C)CC(=O)Nc2ccc(F)cc2)cc1	-6
COc1ccc(CN2CCN(Cc3ccc4cc(F)ccc4n3)CC2CCO)c(C)c1C (configuration not stated)	-8

Back to the main list, repeating the two entries before the break.
F508del corr,ERp5 block,SIRT5 block,ERAP1 inh,DENV2 CPE,CASP6 VEID inh,miR122 inh,Compound
-0.6,2,-3,0,-6,0,·,Cc1ccc(S(=O)(=O)CCC(=O)OCC(=O)N(C)CC(=O)Nc2ccc(F)cc2)cc1
0.5,0,0,-3,18,-4,·,CC1CCN(CCCCOc2ccc([N+](=O)[O-])cc2)CC1
·,1,0,10,-1,-2,1,CC(=O)c1ccc(N(C(=O)Cn2nnc3ccccc32)C(C(=O)NCc2ccccc2)c2ccccn2)cc1 (configuration not stated)
3.5,-6,-7,3,3,2,·,N#Cc1ccc(CN2CCN(C(=O)CCNS(=O)(=O)c3ccc(F)c(F)c3)CC2)cc1
0.0,-4,-5,-3,-1,-1,·,COc1ccccc1N1CC(C(=O)Nc2nnc(SCC(=O)N3CCCC3)s2)CC1=O (configuration not stated)
-2.5,6,-4,3,15,-2,1,Cc1c(NC(=O)C23CC4CC(CC(Br)(C4)C2)C3)c(=O)n(-c2ccccc2)n1C
0.6,-7,-1,0,2,1,·,CCCC(NCC(=O)Nc1ccccc1C(=O)NC1CC1)c1ccccc1 (configuration not stated)
3.1,-5,1,4,3,-3,-4,O=C(COc1ccc(Br)cc1)NC1CC1
·,2,-2,0,3,3,2,CCNC(=O)C12CCC(C)(C(=O)C1Br)C2(C)C (configuration not stated)
0.7,1,·,1,-7,-7,·,CC(=O)O[C@@H]1C=C[C@@H](C#Cc2ccc(C(C)(C)C)cc2)O[C@@H]1COC(=O)NCc1ccccc1
2.6,-2,1,2,-2,4,-4[16.7 µM],C[C@@H]1CN([C@@H](C)CO)C(=O)Cc2cc(NC(=O)NC3CCCCC3)ccc2O[C@H]1CN(C)S(=O)(=O)c1cccs1
-2.1,1,0,0,6,2,-2,O=C(Nc1nnc(COc2ccc(F)cc2)s1)c1ccco1
-4.0,0,0,-2,-4,0,3[16.7 µM],C[C@@H]1CN([C@@H](C)CO)C(=O)Cc2cc(NC(=O)CCC(F)(F)F)ccc2O[C@H]1CN(C)C(=O)Nc1ccc(F)cc1
-3.0,-1,3,1,7,0,2[16.7 µM],C[C@@H]1CCCCO[C@H](CN(C)Cc2ccccc2)[C@H](C)CN([C@H](C)CO)C(=O)c2cc(N(C)C)ccc2O1
3.7,5,0,2,6,3,·,CCOc1ccccc1NC(=O)NNS(=O)(=O)c1ccc([N+](=O)[O-])cc1
3.9,2,-7,1,13,3,-1,C=CCNc1nc(C(=O)OCC(=O)Nc2cccc(SC)c2)cs1
1.0,3,6,-2,?,0,-3[16.7 µM],Cc1ccc(S(=O)(=O)Nc2ccc3c(c2)C(=O)N([C@@H](C)CO)C[C@H](C)[C@H](CN(C)C(=O)NC(C)C)OCCCC[C@H](C)O3)cc1
-1.3,-2,·,-3,?,2,-3,COCc1cccc(-c2csc(C(C)(O)c3cccc(OC)c3)n2)c1 (configuration not stated)
-2.4,0,-1,2,-3,2,2,COC(=O)c1ccc(COC(=O)CNC(=O)c2ccc(C)s2)cc1
1.2,-3,1,0,15,-1,·,CC(Sc1nccn1C)C(=O)Nc1ccc(C(N)=O)cc1 (configuration not stated)
-2.2,-2,0,3,-3,-3,·,C[C@@H]1CN([C@H](C)CO)C(=O)c2cc(-c3cccc(C#N)c3)cnc2O[C@H]1CN(C)C(=O)c1cnccn1
0.4,-2,-2,-2,1,2,-6,COc1ccc(NC(=O)C2(C)CCN2C(=O)Cc2ccccc2)cc1OC (configuration not stated)
0.6,10,5,1,-6,0,114*[16.7 µM],C[C@H]1CN([C@@H](C)CO)C(=O)Cc2cc(NS(=O)(=O)c3ccc(F)cc3)ccc2O[C@H]1CN(C)Cc1ccc(C(=O)Nc2ccccc2N)cc1
-0.2,-2,-1,-2,0,3,·,O=C(NCC[C@H]1CC[C@H](NS(=O)(=O)Cc2ccccc2)[C@@H](CO)O1)C1CC1
0.8,0,1,-2,·,0,4,CC(C)(C)n1nnnc1C(c1ccccn1)N1CCN(C(c2ccccc2)c2ccccc2)CC1 (configuration not stated)
2.9,-4,1,-1,?,1,0[16.7 µM],COc1ccc(-c2ccc3c(c2)[C@@H]2[C@@H](CCN2C(=O)c2cccc(F)c2)[C@H](CO)N3)cc1
1.4,1,3,-3,-4,0,3[16.7 µM],C[C@H]1CCCCO[C@@H](CN(C)C(=O)Cc2ccccc2)[C@@H](C)CN([C@@H](C)CO)C(=O)c2cc(NS(=O)(=O)c3cn(C)cn3)ccc2O1

Remaining list, next part.
F508del corr,ERp5 block,SIRT5 block,ERAP1 inh,DENV2 CPE,CASP6 VEID inh,miR122 inh,Compound
0.6,3,0,-4,-3,0,4,CCN(CC)C(=O)Cn1c(=O)n(Cc2ccc(F)cc2)c(=O)c2sccc21
5.0,-3,3,-1,?,1,·,COc1ccc2c3c([nH]c2c1)[C@H](CO)N(C(=O)Nc1ccc(F)cc1)CC31CCN(S(=O)(=O)c2ccc(C)cc2)CC1
-1.4,0,·,·,-18,0,-4,Cc1ccc(C2=NOC(C)(c3nnc(-c4cccc(Cl)c4)o3)C2)cc1 (configuration not stated)
-1.2,-2,-2,1,4,-2,6,O=C(Nc1ccc(S(=O)(=O)N2CCc3ccccc32)cc1)C(F)(F)F
·,1,-3,6,1,-1,·,CO[C@H]1CC[C@@H]2CCN(C)C(=O)C[C@@H](c3ccccc3)CN(C)C(=O)c3cc(C#N)ccc3OC[C@H]1O2
0.2,-7,2,1,4,0,-4[16.7 µM],C[C@H](CO)N1C[C@H](C)[C@@H](CN(C)CC2CCOCC2)Oc2ncc(C#Cc3ccccn3)cc2C1=O
1.4,6,-3,10,-7,6,·,CN(CC(=O)Nc1ccccc1N1CCOCC1)CC(=O)Nc1ccc(F)c(F)c1F
